Screens: PubChem, Emory University Molecular Libraries Screening Center
14-3-3g Raf: modulators of human 14-3-3 gamma - Raf peptide interaction. inhibition, % at 40 µM. AID 422. 160,000 compounds, 0.19% hits. P61981. FP, 14-3-3gamma / TMR-pS259-Raf peptide binding; in the data active = inhibition above about 30%;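 also: 0% = protein plus tracer without compound and 100% = blank with tracer alone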
Target sequence (P61981 whole entry, looked up): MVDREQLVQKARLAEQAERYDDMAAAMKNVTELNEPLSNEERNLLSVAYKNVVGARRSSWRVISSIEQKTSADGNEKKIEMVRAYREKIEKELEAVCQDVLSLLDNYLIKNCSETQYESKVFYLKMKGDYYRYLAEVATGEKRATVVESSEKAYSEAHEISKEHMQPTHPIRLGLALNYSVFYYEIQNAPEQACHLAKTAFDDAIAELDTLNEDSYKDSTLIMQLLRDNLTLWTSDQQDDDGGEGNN
An asterisk follows results filed as active; & = joins results of further samples.

The first three entries, to show the layout:
molecule,14-3-3g Raf
O=C(Nc1ccc2nc3n(c(=O)c2c1)CCCCC3)c1ccccn1,0
CCOC(=O)c1ccc(CSc2ccc(Cl)cc2)o1,-1
COCCCNC(=O)C(Cc1ccccc1)NS(=O)(=O)c1ccc2c(c1)c(=O)n(C)c(=O)n2C (stereo unspecified),1

The listing (from the top)
molecule,14-3-3g Raf
O=C(Nc1ccc2nc3n(c(=O)c2c1)CCCCC3)c1ccccn1,0
CCOC(=O)c1ccc(CSc2ccc(Cl)cc2)o1,-1
COCCCNC(=O)C(Cc1ccccc1)NS(=O)(=O)c1ccc2c(c1)c(=O)n(C)c(=O)n2C (stereo unspecified),1
Cc1ccc(-c2nnc(Nc3ccc(CC(N)=O)cc3)c3ccccc23)cc1S(=O)(=O)N1CCCCC1,-9
Nc1ccc(-c2nc3cc4sc(-c5ccc(N)cc5)nc4cc3s2)cc1,-16
O=C(Nc1ccccc1O)c1cc(S(=O)(=O)N2CCOCC2)c(Cl)cc1Cl,-5
CCCCNC(=O)c1ccc(Sc2ccc(F)cc2)c([N+](=O)[O-])c1,-2
CCOC(=O)c1ccc(NC(=O)CSc2nnc(-c3cccs3)n2C)cc1,4
CCOc1ccc(C(C)=O)cc1COC(=O)C1=COCCO1,1
CCn1c(=NC(=O)c2ccc(S(=O)(=O)N3CCOCC3)cc2)sc2cc(Cl)ccc21,-5
COc1ccccc1NC=C1C(=O)OC2(CCCCC2)OC1=O,4
CCc1c(C)c(C#N)c2[nH]c3ccccc3n2c1=O,-21

(cont.)
molecule,14-3-3g Raf
[O-][n+]1c2ccc3nonc3c2nn1-c1ccccc1Cl,-5
CCOc1ccc(C2=CC(C(C(C)=O)C(C)=O)c3ccccc3O2)cc1 (stereo unspecified),5
CC(C)=CCCC(C)CN(C)CCc1ccccn1 (stereo unspecified),-4
O=C(NCCc1ccccc1)C1CCN(S(=O)(=O)N2CCCCC2)CC1,-10
N#C/C(=C\c1ccc(O)c(O)c1)C(=O)Nc1ccccc1,3
Cc1onc(-c2ccccc2Cl)c1C(=O)Nc1cccc(F)c1,-1
Cc1c(C(=O)N2CCC(C)CC2)sc2ncn(CC(=O)N3CC(C)CC(C)C3)c(=O)c12 (stereo unspecified),-3
CCn1cc(C(=O)NCCCN2CCOCC2)c(=O)c2ccc(C)nc21,-5
CN(Cc1ccccc1)C(=O)c1cc2c(-c3ccccc3F)nn(C)c2s1,-5
C=C(C)c1cccc(C(C)(C)NC(=O)NCC2CCCO2)c1 (stereo unspecified),-19
O=C1CC(C(=O)O)C2(CCCCC2)O1 (stereo unspecified),0
COC(=O)c1sccc1NC(=O)c1csc(C)c1,-6

Remaining list, next part
molecule,14-3-3g Raf
CCCCOc1ccc(C(=O)NCC(=O)NCC(=O)OCC)cc1,-3
O=c1cc(NC2CCCCCC2)[nH]c(=O)[nH]1,-12
O=c1c(I)cn(Cc2ccccc2)c(=O)n1Cc1ccccc1,1
O=C(Cn1nc(-c2ccccc2)ccc1=O)NC1CCCCCCC1,6
O=C(Cn1nc(-c2ccccc2)ccc1=O)NCc1cccs1,-3
Cc1ccc(NC(=O)CC2Sc3ccccc3NC2=O)cc1Cl (stereo unspecified),-2
CCCOc1ccc(N2C(=O)C3C4c5ccccc5C(C(C)=O)(c5ccccc54)C3C2=O)cc1 (stereo unspecified),5
Cc1c(NS(=O)(=O)c2ccccc2)cc(Br)c(O)c1C,1
CC(C)OC(=O)C(C)Nc1n[nH]c(=O)[nH]c1=O (stereo unspecified),-19
CCOc1ccc2nc(-c3ccc(OC)c(OC)c3)cc(C(=O)O)c2c1,3
Nc1cccc2c(=O)[nH][nH]c(=O)c12,6
COc1ccc(CNC(=O)COC(=O)c2n[nH]c3ccccc23)cc1,-11

(listing goes on)
molecule,14-3-3g Raf
CCOC(=O)c1ccc(NC(=O)Cn2nnc(-c3ccccc3C)n2)cc1,-2&0
CCC[n+]1c(/C=C2\Sc3ccccc3N2CC)ccc2ccccc21,-104
CS(=O)(=O)N(CC(=O)NCc1ccco1)c1ccccc1Br,-3
Cc1cc(C(N)=O)c2ccccc2n1,0
O=C(CC1SC(=O)NC1=O)Nc1ccc(O)cc1 (stereo unspecified),-10
CC(C)c1ccc(NC(=O)c2ccc(F)c(S(=O)(=O)NC3CCCCCC3)c2)cc1,-2
O=C(c1sc2ccccc2c1Cl)N1CCOCC1,-6
CCC(=O)Nc1ccc2nn(-c3ccc(C)c(Cl)c3)nc2c1,-40
Cc1ccc(NCc2c(C#N)c3ccccc3n2C)cc1,-8
Cc1c(C(=O)N(C)C)sc2c1c(=O)n(-c1ccc(Cl)cc1)c(=O)n2CC(=O)OCc1ccccc1,7
NC(=O)C1CCN(C(=O)CSc2nc3c(c(-c4ccccc4)n2)CCCC3)CC1,-1
O=C(c1ccc(=O)[nH]c1)N(Cc1ccco1)C1(C(=O)NC2CCCCC2)CCCCC1,-9

New compounds follow.
molecule,14-3-3g Raf
CN(C)CCNC(=O)c1cccn2c(=O)c3c4c(sc3nc12)CCCC4,-16
C=CCc1c(C)nc2nc(SCC(=O)Nc3ccc(C)cc3)nn2c1C,-12
Cc1c(C)n(Cc2ccccc2)c2ccc(C(=O)NC3CCCC3)cc12,-9
O=C(Nc1ccccc1Cl)c1cc(S(=O)(=O)NCCc2ccccc2)ccc1F,-14
Cc1ccc(CN2C(=O)CCC2(C)C(=O)NCc2cccnc2)cc1 (stereo unspecified),0
CN(Cc1cccs1)S(=O)(=O)c1cccs1,3
COc1cccc(NS(=O)(=O)c2ccc(CC(C)C)cc2)c1,-16
COC(=O)c1c(NC(=O)c2ccccc2F)sc(C)c1C,0
O=C(CC1(C(F)(F)F)NCCN1)c1ccc(Br)cc1,-2
CCn1c2ccccc2c2cc(CNCCc3ccccc3OC)ccc21,-15
CCN(CC)S(=O)(=O)c1ccc(C(=O)Nc2c3c(nn2-c2ccccc2C)CS(=O)C3)cc1 (stereo unspecified),3
NC(=O)C1CC(=O)N(c2ccc(OCC(=O)Nc3ccccc3)cc2)C1 (stereo unspecified),-1

Additional entries.
molecule,14-3-3g Raf
CC(C)(C)C1CCc2c(sc(NC(=O)c3ccco3)c2C(=O)O)C1 (stereo unspecified),-12
Cc1ccc2cc3cc(C(=O)N4CCC(N5CCCCC5)CC4)oc3nc2c1,-6
Cc1ccccc1Nc1nn2c(=O)c3ccccc3nc2s1,2
COc1ccc(N2CCN(CCNC(=O)c3cc(-c4cccs4)nc4ccccc34)CC2)cc1,1
O=C(O)c1ccc(OCc2occc2C(=O)O)cc1,-12
Cc1cccc(N2C(=O)NC3CC2(C)Oc2ccc(Cl)cc23)c1 (stereo unspecified),-2
CN1C(=O)c2ccccc2C(C(=O)NC2CCCCCC2)C1c1cn(C)c2ccccc12 (stereo unspecified),-2
CCc1ccc(OCC(=O)Nc2ccccc2Br)cc1,13
CCc1ccc(NC(=O)c2ccc3c(c2)C(=O)N(Cc2ccco2)C3=O)cc1,-6
COc1ccc(Br)cc1CNC(=O)CN1C(=O)COc2ccc(C(C)(C)C)cc21,2
N#Cc1c(C(F)(F)F)cc(-c2cccs2)nc1SCC(=O)C1CC1,-14
CCOC(=O)c1c(NC(=O)C(F)(OC)C(F)(F)F)sc2c1CCN(C)C2 (stereo unspecified),-14

The list continues:
molecule,14-3-3g Raf
CN(C)C(=O)Oc1cccc([N+](C)(C)C)c1,-1&-8&-10
C=CCn1c(SCC(=O)NCC(=O)OCC)nnc1-c1ccccn1,-2
CC1=CC(C)C2C(=O)N(CCC[N+](C)(C)C)C(=O)C2C1 (stereo unspecified),-5
CCCN(CCC)C(=O)c1ccccc1NC(=O)c1ccccc1Cl,-3
CC(C)(C)c1ccc(C(=O)N2N=C(c3ccc(Cl)cc3)CC2(O)C(F)(F)F)cc1 (stereo unspecified),-1
CCSc1nc(=O)n(-c2ccccc2)c(C)c1C(C)=O,5
Cc1ccc(-c2nc3cc(N)ccc3o2)c(C)c1,1
O=C(COc1ccc(Cl)cc1)N1CCN(c2ncccn2)CC1,0
Cc1cc(C)cc(C(=O)Nc2c3c(nn2-c2cccc(C)c2C)CSC3)c1,-1
Cc1cc(C)nc(/N=C(\N)Nc2ccc(Oc3ccccc3)cc2)n1,-2
CN1CCN(CCCN2C(=S)N(c3cccc(Cl)c3)C(=O)C2CC(=O)Nc2ccc(Br)cc2)CC1 (stereo unspecified),-2
O=C1CN(C(=O)Cc2cccc3ccccc23)C(c2ccc(F)cc2)c2cc(Br)ccc2N1 (stereo unspecified),-35

Other structures.
molecule,14-3-3g Raf
Cc1ccc(C)c(C2CC(=O)Nc3cc(C)c(C)cc32)c1 (stereo unspecified),-4
Cc1cc(O)c(C(C)C)cc1NC(=O)Cn1nc(C)c2ccccc2c1=O,-5&3
Cc1n[nH]c(C)c1S(=O)(=O)NCCc1ccccc1,0
O=C1CC(NCCCCO)C(=O)N1c1ccc(Cl)cc1 (stereo unspecified),-51
Cc1occc1-c1nnc(SCC(=O)NC(C)(C)C)n1C(C)c1ccccc1 (stereo unspecified),5
Cc1ccc(-n2c(=O)c3sccc3n(CC(=O)c3ccc(Br)cc3)c2=O)cc1F,-3
Cc1ccc([N+](=O)[O-])cc1S(=O)(=O)Nc1ccc2oc3c(c2c1)CC(C(C)(C)C)CC3 (stereo unspecified),-4
Cc1noc(C)c1C(=O)N1CCC(C(O)(c2ccccc2)c2ccccc2)CC1,-7
CCN(CC)CCNC(=O)c1ccc(N)cc1,5&4
C=CCn1c(=S)[nH]c2cc(C(=O)NC3CCCC(C)C3C)ccc2c1=O (stereo unspecified),-3
O=C(CSc1ncnc2sc3c(c12)CCC3)Nc1cc(C(F)(F)F)ccc1Cl,1
COc1ccc(S(=O)(=O)CCC(=O)NCCc2ccc(S(N)(=O)=O)cc2)cc1,0

Part of the list above, as labelled records.
mol: Cc1ccc(-n2c(=O)c3sccc3n(CC(=O)c3ccc(Br)cc3)c2=O)cc1F
  14-3-3g Raf: -3

mol: Cc1noc(C)c1C(=O)N1CCC(C(O)(c2ccccc2)c2ccccc2)CC1
  14-3-3g Raf: -7

The list continues.
molecule,14-3-3g Raf
Cn1c2c(c(=O)n(C)c1=O)C(c1cc3c(cc1Br)OCO3)CC(=O)N2 (stereo unspecified),-5
O=C(O)c1ccc2c(c1)C(=O)N(CCC1=CCCCC1)C2=O,-4&1
Cc1cccc2cc(CN(CCN3CCOCC3)C(=O)NCc3ccccc3)c(=O)[nH]c12,-7
Cc1cc(C)cc(N2C(=O)CSC2c2ccc([N+](=O)[O-])cc2)c1 (stereo unspecified),10
O=C(CCN1C(=O)COc2ccccc21)NCc1ccccc1Cl,4
O=C(COc1ccc(Cl)cc1)NCc1nnc(SCC(=O)Nc2ccc3c(c2)OCCO3)o1,-5
Cc1cccc(C)c1Nc1nnc(SCC(=O)NCc2ccco2)s1,-2
O=C(Nc1ccc(Cl)c([N+](=O)[O-])c1)c1ccc(C(=O)Nc2ccc(Cl)c([N+](=O)[O-])c2)cc1,-2
CN1C(=O)C(C2C(=O)NC(=O)NC2=O)(C2C(=O)NC(=O)NC2=O)c2ccccc21,0
CC(=O)N1CN(C2CCS(=O)(=O)C2)Cc2c1sc1c2CCCC1 (stereo unspecified),-1
O=C(Nc1nc(=O)c2ccccc2s1)c1ccccc1,-5&-16
O=C(c1ccncc1)N1N=C(c2cccc(Br)c2)CC1(O)C(F)(F)F (stereo unspecified),-2

(continued)
molecule,14-3-3g Raf
CNC(=O)CSc1nnc(-c2cccc(S(=O)(=O)N3CCOCC3)c2)n1-c1ccc(F)cc1,2
Cc1cc(NC(=O)c2cnn3c(C(F)(F)F)cc(-c4ccccc4)nc23)no1,-5
Cc1oc(C(C)(C)C)cc1C(=O)N1CCCC1C(=O)O (stereo unspecified),-8
COC(=O)c1cc2oc3ccccc3c2n1CC(=O)Nc1ccccc1OC,1
O=C(c1ccc2nccnc2c1)N1CCN(Cc2ccc3c(c2)OCO3)CC1,-2
O=[N+]([O-])c1nn(-c2ccccc2)n(O)c1=NCc1ccc2c(c1)OCO2,-9
C=CCNCC(=O)Nc1sc2c(c1C(=O)OCC)CCCC2=O,-13
c1csc(CNc2ncnc3nc[nH]c23)c1,0
O=C(C1CC1)N1CCc2cc(S(=O)(=O)N3CCN(Cc4ccccc4)CC3)ccc21,-4
O=C(c1ccc(Br)o1)N1CCN(c2ccc(F)cc2)CC1,2
COC(=O)c1c(-c2cccc(C)c2)csc1NC(=O)C1CCCCC1C(=O)O (stereo unspecified),-22
COc1ccccc1-c1c(C(F)(F)F)oc2cc(OC(=O)c3ccco3)ccc2c1=O,0

Carrying on:
molecule,14-3-3g Raf
O=C(CN(Cc1ccc(Cl)cc1)S(=O)(=O)c1ccccc1)NC1CC1,-4
O=C(Nc1ccc(Cl)cc1)C1CCCN(S(=O)(=O)c2cccc3nonc23)C1 (stereo unspecified),-68
CN(C)CCCN1C(=O)C(=O)/C(=C(/O)c2ccc(S(=O)(=O)N(C)C)cc2)C1c1ccncc1 (stereo unspecified),6
COc1ccc(-c2nc3cc(NC(=O)c4ccc(C)cc4)ccc3o2)cc1Cl,3
COc1cc(NC(=O)CCN2C(=O)c3cccc([N+](=O)[O-])c3C2=O)c(OC)cc1Cl,3
CN1CCN(Cc2c(O)ccc3cc(-c4nc5ccccc5s4)c(=O)oc23)CC1,6
COc1cccc(-c2cc3nc4c(c(N5CCC6(CC5)OCCO6)n3n2)CCCC4)c1,3
CCC(C(=O)OC)n1cnc2c(cnn2-c2ccc(Cl)cc2)c1=O (stereo unspecified),-8
COc1ccc(C2CC(=O)C3=C(C2)NC(C)=C(C(=O)OC2CCCC2)C3c2ccc(OC)c(OC)c2)cc1OC (stereo unspecified),-12
CC(=O)Nc1ccc(S(=O)(=O)c2ccc(N)cc2)cc1,-9
COc1ccccc1NC(=O)C1CCN(C(=O)c2ccc(F)cc2)CC1,0

Not all compounds are listed; count on the stated rates, not on these rows.
